# Screening results: PubChem BioAssay, National Center for Advancing Translational Sciences (NCATS)
# HCV inhibitor – inhibitors of hepatitis C virus infection; Huh7.5.1 HCVcc-Cre infection, luciferase reporter, 44 h; Potency, µM (doses to about 41.8 µM), inactives show at the top dose activity change, negative = inhibition, hits mostly inhibitors; 340,000 compounds, 3.4% hits; also: potency is read from the fitted curve at half-maximal effect
#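 Whole-lifecycle infectious HCVcc-Cre system; cells 1,000/well, compound then virus (~0.5 moi) added 4 h after plating, 44 h culture. Luciferase read 15 sec following 15 min substrate incubation, room temp.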
# FBPA Giardia inh – Giardia lamblia aldolase inhibition; Potency, µM (highest dose often 59.6 µM), without a hit: at the highest dose activity, negative = inhibition, hits mostly inhibitors; purified Giardia FBPA; 290,000 compounds, 0.71% hits; also: potency is read from the fitted curve at half-maximal effect; nearly all actives have a fitted effect of over 55% in size
# Target sequence (A8B2U2 whole entry, looked up): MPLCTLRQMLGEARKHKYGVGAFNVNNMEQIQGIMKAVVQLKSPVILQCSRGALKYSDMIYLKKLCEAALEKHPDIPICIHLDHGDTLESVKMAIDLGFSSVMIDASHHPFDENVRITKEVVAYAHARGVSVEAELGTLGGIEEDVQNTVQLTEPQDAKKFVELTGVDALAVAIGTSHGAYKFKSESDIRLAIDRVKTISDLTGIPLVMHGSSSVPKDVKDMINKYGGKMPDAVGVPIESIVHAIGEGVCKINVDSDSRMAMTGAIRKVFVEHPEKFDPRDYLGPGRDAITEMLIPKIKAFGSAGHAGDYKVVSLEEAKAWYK
#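 Giardia FBPA (40 nM reagent) was preincubated 10 min at RT with compound (up to 57.5 uM final), then substrate plus GAPDH/TPI/NAD/arsenate coupling system with diaphorase/resazurin was added; resorufin fluorescence (525/598 nm) was read after 20 min.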
# HCMV inh – blocks human cytomegalovirus replication; HFF cells, HCMV-luciferase reporter, 72 h; stronger effect = lower value; activity change, negative = inhibition, % at 57.5 µM; 410,000 compounds, 4.5% hits; AID 1259415; in the data active = activity change below about -60%; inconclusive = no clear call, values can overlap the other calls; inactive = above about -39%
#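 Two-dose cell screen: HFF monolayers treated with compounds and infected with luciferase-expressing HCMV at 1 PFU/cell, 72 h at 37C, then lysed for luciferase measurement.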
# AmpC inh detg – blocks E. coli AmpC beta-lactamase in detergent assay | P00811 | AmpC hydrolysis of nitrocefin, absorbance 480 nm, 0.01% Triton | Potency, µM (doses to about 114 µM), without a hit: at the highest dose activity change, negative = inhibition, usual class: inhibitors | 370,000 compounds, 0.041% hits | AID 485294;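 also: potency is read from the fitted curve at half-maximal effect; 0% = no-compound wells and -100% = no-enzyme wells; nearly all actives have a fitted effect of over 25% in size; some results filed as inactive show a strong effect at the top dose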
# Target sequence (P00811 whole entry, looked up): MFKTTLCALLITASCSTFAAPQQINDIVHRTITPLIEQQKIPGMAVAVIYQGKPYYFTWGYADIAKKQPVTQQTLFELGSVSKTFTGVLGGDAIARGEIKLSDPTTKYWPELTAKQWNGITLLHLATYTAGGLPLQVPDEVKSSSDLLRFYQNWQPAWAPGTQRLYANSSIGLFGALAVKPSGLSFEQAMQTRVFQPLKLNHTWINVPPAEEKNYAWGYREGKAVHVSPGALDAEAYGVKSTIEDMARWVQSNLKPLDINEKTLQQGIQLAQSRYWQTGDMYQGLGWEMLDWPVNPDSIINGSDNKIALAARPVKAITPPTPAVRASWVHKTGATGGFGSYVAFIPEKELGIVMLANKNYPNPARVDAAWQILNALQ
#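 AmpC (5.3 nM in the dispensed reagent) in 20 mM phosphate pH 7.0 with 0.01% (detergent screen) or 0.0001% Triton X-100 was preincubated with compounds for 15 min at room temperature. Nitrocefin was then added from an 800 uM solution, and hydrolysis was followed at 480 nm.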
# AmpC no deterg – inhibitors of E. coli AmpC beta-lactamase without detergent | AID 485341 | AmpC nitrocefin hydrolysis, absorbance 480 nm, 0.0001% Triton | Potency, µM (doses to about 57.1 µM), for inactives: at the top dose activity change, negative = inhibition, actives largely listed as inhibitors | P00811 | 330,000 compounds, 0.52% hits;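 also: potency is read from the fitted curve at half-maximal effect; plate controls were no compound for no effect and no enzyme for full effect; nearly all actives have a fitted effect of over 20% in size; some results filed as inactive show a strong effect at the top dose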
#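 AmpC (5.3 nM in the dispensed reagent) in 20 mM phosphate pH 7.0 with 0.01% (detergent screen) or 0.0001% Triton X-100 was preincubated with compounds for 15 min at room temperature. Nitrocefin was then added from an 800 uM solution, and hydrolysis was followed at 480 nm.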
# Sm TGR inh – S. mansoni TGR enzyme inhibition | AID 485364 | 360,000 compounds, 3% hits | Potency, µM (highest dose often 114 µM), for the others: top-dose activity change, negative = inhibition, hits mostly inhibitors | purified TGR, DTNB reduction, TNB absorbance 405 nm; also: potency is read from the fitted curve at half-maximal effect; nearly all actives have a fitted effect of over 60% in size
#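 First, TGR (20 nM dispensed) and NADPH were mixed with compound. Second, a 15 min room-temperature incubation followed. Third, further NADPH and then DTNB were added to start the reaction. Finally, TNB absorbance was monitored kinetically.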
# An asterisk follows results filed as active; ? = inconclusive; . = not tested or not shown; & = joins results of further samples; [ ] = dose if it differs, or a comment. Unless noted, calls follow the shape of the dose curve; as a rule, active = well fitted curve in the direction sought with a large enough effect; inconclusive = small, poorly fitted or top-dose-only effect, or another doubt; inactive = no such curve, though single readings can be large; an effect the other way counts as inactive or inconclusive. Unless noted, % is scaled to controls: 0 for no effect and ±100 for the full control effect.
no.	mol	HCV inhibitor	FBPA Giardia inh	HCMV inh	AmpC inh detg	AmpC no deterg	Sm TGR inh
1	COc1ccc(N2C(=O)N3[C@H](c4cccc(C)c4)[C@@H]4C(=O)N(Cc5ccccc5)C(=O)[C@@H]4[C@]3(Cc3ccccc3)C2=O)cc1	3%	0%	-24	-14%	56%	12%
2	Cc1cc(C)c(C)c(S(=O)(=O)NCC(=O)Nc2ccccc2F)c1C	-9%	-1%	7	1%	-16%	1%
3	O=C(N/N=C/c1sc(N2CCCCC2)nc1-c1cccs1)c1cccnc1	11µM*	-17%	-81*	-5%	-20%[2.29 µM]	-7%
4	CCN(C(=O)CN1CCOCC1)C1(C)C(=O)c2ccccc2C1=O	11%	-17%	?	4%	-19%	5%
5	Cc1ccc(C(=O)NNC(=O)c2ccc(S(=O)(=O)N(C)c3ccccc3)cc2)cc1	-4%	.	-24	0%	-25%	-7%
6	O=C(O)c1ccc(Cl)c(S(=O)(=O)N(Cc2ccccc2)c2ccccc2)c1	21%	6%	-29	-12%	-18%	-6%
7	CC(NC(=O)NC1CCCCC1)C(c1cccs1)N1CCN(c2ccccc2)CC1 (stereo unspecified)	?	-1%	-3	-15%	6%	-5%
8	Cc1ccc(Nc2ccc(N3CCN(C(=O)c4cccc([N+](=O)[O-])c4)CC3)nn2)cc1	.	.	-62*	1%	.	4%
9	O=C1CCC(=O)N1OCCOc1ccc(Cl)c2ccccc12	6%	-4%	56	0%	101%[activator]	-3%
10	COc1cccc(-n2c(N)cc(=O)nc2SCC(=O)Nc2cc(C)on2)c1	-13%	-12%	-2	6%	-7%	-18%
11	CCN1CCN(C(=O)C2CCN(S(=O)(=O)c3ccc(Br)cc3)CC2)CC1	1%	.	?	-13%	37%	-4%
12	COc1ccccc1C(=O)Nc1ccccc1N1CCCCC1	?	-5%	-31	-2%	-10%	19%
13	COc1ccc(-c2nc(CS(=O)CC(=O)N3CCCC3)c(C)o2)cc1 (stereo unspecified)	13%&11%	1%	19	?	2%	7.1µM*
14	COC(=O)c1ccc(COC(=O)c2cccnc2Cl)cc1	17%	.	30	1%	-10%	-7%
15	COc1cc2c(cc1OC)C(C1C(=O)CCCC1=O)N(C(=O)CCl)CC2 (stereo unspecified)	-6%	-5%	-36	-6%	-1%	-32%
16	Cc1cccc(Nc2nc(N)nc(CN3CCN(c4ccccc4)CC3)n2)c1	-20%	-5%	44	-4%	93%[activator]	-2%
17	O=C(CP(=O)(O)CC(=O)c1ccccc1)c1ccccc1	11%	2%	-37	-10%	-18%[11.4 µM]	-3%
18	COc1cc(OC)cc(-c2c(C#Cc3ccsc3)c3cc(-c4cc(F)cc(F)c4)ccc3n2C)c1	-12%	.	-31	.	-35%	.
19	COc1ccc(OC)c(NC(=O)c2cnn(-c3ccccc3Cl)c2NC(=O)c2ccco2)c1	-14%	-10%	-2	3%	-24%	5%
20	CC(C#N)OC(=O)c1cccnc1SCC(=O)Nc1ccc2c(c1)OCO2 (stereo unspecified)	-13%	.	-12	.	-16%	.
21	Cc1ccc(N(CCC#N)C(=O)COC(=O)c2ccccn2)cc1	9%	0%	21	-6%	-1%	-13%
22	O=C(CCNS(=O)(=O)c1ccc(F)c(Cl)c1)NCc1ccccc1F	-2%	.	38	.	-16%	.
23	COc1ccc(NC(=O)CSc2sc3c(O)cc(=O)[nH]c3c2C#N)c(OC)c1	-10%	-17%	41	6%	-45%	-14%
24	CCOC(=O)c1noc2ncn(CC(=O)Nc3cccc(C(F)(F)F)c3)c(=O)c12	.	.	-8	21%	.	3%
25	Cc1ccccc1OCCC(=O)OCC(=O)Nc1ccc2[nH]c(=O)[nH]c2c1	9%	.	-20	-12%	-37%	1%
26	Cc1ccccc1C(=O)Nc1cccc(NC(=O)c2cccnc2)c1	-13%	-3%	-30	2%	-11%	-11%
27	O=C(NCC(=O)N1CC=C(c2ccccc2)CC1)c1ccc(F)cc1	-3%	.	3	.	-10%	.
28	O=C(CN1C(=O)C2(SCC(=O)N2c2cccc(F)c2)c2ccccc21)NCCc1ccccc1 (stereo unspecified)	.	.	-107*	1%	.	-3%
29	COc1ccc(OC)c(NC(=O)C(C)Oc2ccc(Br)cc2)c1 (stereo unspecified)	11µM*	0%	?	-1%	-2%	18%
30	CCC(CC)c1nnc(NC(=O)C2CC(=O)N(CCc3ccc(OC)c(OC)c3)C2)s1 (stereo unspecified)	-9%	.	5	?	87%[activator]	6%
31	CN(C)S(=O)(=O)c1cccc(C(=O)NCCc2ccccc2)c1	-12%	1%	23	-5%	-15%	5%
32	COc1ccc(/C=N/Nc2ncccc2[N+](=O)[O-])c(OC)c1	-10%	-17%	-32	3%	43%	3%
33	C[C@@H]1CC[C@@]2(OC1)O[C@H]1C[C@H]3[C@@H]4CC=C5C[C@@H](O)[C@H](O)C[C@]5(C)C4CC[C@]3(C)[C@H]1[C@@H]2C (stereo partly specified)	16%	-17%	-71*	-2%	-4%	11%
34	CC(C)(C)[C@]1(O)C[C@@H]2OC(=O)C[C@@]23C(=O)O[C@@H]2OC(=O)[C@H](O)[C@]213	15%	6%&2%&-4%	-33	-8%	-18%	-11%
35	CCn1c(NC(=S)Nc2ccccc2)nc2ccccc21	5%	7%	3	-4%	-25%	-34%
36	COc1ccccc1Cn1c(CNS(=O)(=O)c2ccc3c(c2)CCCC3)nc2cccnc21	.	.	-26	2%	.	2%
37	Cn1c(=O)c2c(nc(CN3CCC(C(N)=O)CC3)n2Cc2ccccc2Cl)n(C)c1=O	0%	-2%	43	?	-11%	1%
38	O=C(NCc1ccc(F)cc1)c1cccnc1C(=O)O	6%	-25%	-30	-1%	-18%	1%
39	Cc1cccc(C(=O)NC(=S)NNC(=O)Cc2ccccc2)c1	?	?	-84*	?	-26%	-4%
40	Nc1c(C(=O)CSc2nnnn2-c2ccccc2)c(=O)[nH]c(=O)n1C1CC1	12%	.	-4	.	-20%	.
41	COc1cccc(-c2noc(CCCC(=O)N3CCOCC3)n2)c1	20%	2%	-30	-2%	3%	36%[activator]
42	COc1ccc([C@H]2CC(=O)C=C(c3ccc(-c4ccccc4)cc3)C2)cc1OC	-2%	.	3	-7%	-22%	-4%
43	COc1ccccc1CNC(c1ccccc1)c1ccccc1	-4%	?	36	-4%	-4%	1%
44	O=C(O)C1CCCCC1C(=O)Nc1cnn(Cc2ccccc2)c1 (stereo unspecified)	20%	6%	1	-4%	-10%	6%
45	Cc1ccc(-c2nnn(CC(=O)Nc3ccc(S(=O)(=O)N4CCC(C)CC4)cc3)n2)cc1	?	3%	-75*	?	-41%	-4%
46	Cc1ccc(S(=O)(=O)N2CCc3ccccc3C2)cc1C	-6%	-5%	?	-5%	-23%	-9%
47	Cn1c(=O)c2c(ncn2CC(=O)Nc2cc(Cl)c(Cl)cc2Cl)n(C)c1=O	.	4%	.	0%	-5%	4%
48	O=C(CSc1nc(-c2ccccc2)nc2ccccc12)Nc1nccs1	-11%	0%	18	?	-30%	-11%
49	O=C(NCCSc1c(-c2ccc(Cl)cc2)[nH]c2ccccc12)c1ccc(S(=O)(=O)N2CCOCC2)cc1	.	.	-27	7%	.	0%
50	CNC(=S)NC1CC2CCCC(C1)N2Cc1ccc(C)cc1 (stereo unspecified)	?	-7%	-4	8%	-19%	22%
51	O=C(CCN1CCOCC1)c1ccc(N2CCCCC2)cc1	?	.	-13	6%	0%	14µM*
52	Cc1cccc(OCCn2c(SCC(=O)O)nc3ccccc32)c1	.	.	-14	7%	.	-1%
53	CCSc1nc2ccccc2c(=O)n1Cc1ccc(F)cc1	?	3%	?	1%	-24%	8%
54	COc1ccc(C2CC(c3cccs3)=NN2C(=S)Nc2ccccc2)cc1OC (stereo unspecified)	9%	-10%	-32	-11%	76%[activator]	-11%
55	Cn1[nH]c(CSc2ccc(Cl)cc2)cc1=O	7%	1%	-39	0%	-15%	-3%
56	CC(C)c1cc(C(=O)O)n[nH]1	14%	-17%	45	0%	-9%	11%
57	CCSC1=C(C#N)C2(CCCCC2)C(C#N)=C(N)N1	?	0%	-28	-9%	-21%	5%
58	CC(=O)OC1COC(n2c(O)c(N=NC(N)=S)c3ccccc32)C(OC(C)=O)C1OC(C)=O (stereo unspecified)	-8%	?	-8	-4%	39%	1%
59	NC(=O)NC(CC(=O)NCc1ccc2c(c1)OCO2)c1ccccc1Cl (stereo unspecified)	10%	4%	58	-11%	49%	4%
60	NS(=O)(=O)c1ccc(NC(=O)CSc2nnc(-c3cnccn3)n2-c2ccccc2)cc1	?	4%	-3	-3%	.	-9%

# (cont.)
no.	mol	HCV inhibitor	FBPA Giardia inh	HCMV inh	AmpC inh detg	AmpC no deterg	Sm TGR inh
61	COC(=O)CNC(=O)C1CCN(c2nc(C)cc(C)n2)CC1	9%	4%	8	4%	-4%	23%
62	O=C(Nc1nc2ccccc2[nH]1)c1ccccc1	?	-11%	39	2%	-16%	0%
63	CC(C)OC(=O)CSc1nnc(-c2ccc(Cl)cc2Cl)o1	15%	3%	-1	0%	-14%	0%
64	CC(C)NC(=O)N(C)C[C@H]1Oc2c(NS(=O)(=O)c3ccccc3)cccc2C(=O)N([C@H](C)CO)C[C@@H]1C	1%	.	18	.	23%	.
65	CCc1nn(CC(=O)N2CCN(c3cccc(C(F)(F)F)c3)CC2)c(=O)c2cc3occc3n12	.	.	-7	24%	.	-5%
66	CCN(CC)C(=O)C1CCCN(c2ncnc3c2c(-c2ccccc2)cn3-c2cccc(C)c2)C1 (stereo unspecified)	.	.	41	6%	.	-1%
67	S=C(Nc1ccccc1Cl)N1CCN(Cc2ccccc2)CC1	-26%	8%	-18	?	-13%	-23%
68	Cc1cc(NS(=O)(=O)c2ccc(NC(=O)COc3ccccc3[N+](=O)[O-])cc2)no1	15%	.	26	1%	84%	-9%
69	COc1ccc(CNC(=O)Nc2cccc(C(F)(F)F)c2)cc1OC	-22%	1%	?	?	15%	0%
70	CCN(CC)S(=O)(=O)c1ccc(N2CCOCC2)c(NC(=O)C2CCCC2)c1	?	-5%	-10	-5%	40%	-1%
71	CCCSc1nc(N)nc(-c2cccs2)c1C#N	?	1%	62	-4%	-36%	9%
72	Cc1ccc(CNC(=O)CSc2nnc(CNC(=O)c3ccccc3)o2)cc1	-4%	-15%	12	-1%	-3%	17%
73	COc1ccccc1NC(=O)CSc1ccc(-c2cccs2)nn1	?	-6%	-12	4%	-28%	13%
74	COc1ccc(S(N)(=O)=O)cc1C(=O)NCC(C)(C)N1CCOCC1	1%	8%	?	?	-9%	3%
75	CC(=O)Nc1nc(-c2cccc3ccccc23)cs1	12%	-1%	137	?	-25%	-1%

# Looked up above.
# AmpC inh detg result of entry 70 is entered as -5%
# AmpC inh detg result of entry 73 is entered as 4%

# 2 compounds drawn at random from those above, as already listed:
no.	mol	HCV inhibitor	FBPA Giardia inh	HCMV inh	AmpC inh detg	AmpC no deterg	Sm TGR inh
62	O=C(Nc1nc2ccccc2[nH]1)c1ccccc1	?	-11%	39	2%	-16%	0%
4	CCN(C(=O)CN1CCOCC1)C1(C)C(=O)c2ccccc2C1=O	11%	-17%	?	4%	-19%	5%

# Compounds as they come; 9.9% or so of the library scored in one or more.
